aDG glyco act = alpha-DG glycosylation activation; activation, % at 10 µM; Pro5-aDG cells, alpha-DG glycosylation AlphaScreen (IIH6); 0% Pro5, 100% B10-LARGE cell signal; 0.22% of 360,000 active; AID 624168;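 active = activation of at least 8% versus controls, or a plate z-score of at least 8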;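 note: Pro5 are CHO cells carrying HIG-tagged alpha-DG that lacks glycosylation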
NR2E3 ag-1 = activates human photoreceptor nuclear receptor NR2E3; inhibition of corepressor binding, % at 4.78 µM; 0.12% of 320,000 active; GST-NR2E3/biotin-RetCOR TR-FRET, 1536-well; AID 2300; Q9Y5X4;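 active = percent inhibition above the cutoff of mean plus 3 SD of all tested compounds, set per screening campaign, cut at about 20% in these data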;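 note: 0% = DMSO wells and 100% = biotin wells as full block of FRET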
Target sequence (Q9Y5X4 whole entry, looked up): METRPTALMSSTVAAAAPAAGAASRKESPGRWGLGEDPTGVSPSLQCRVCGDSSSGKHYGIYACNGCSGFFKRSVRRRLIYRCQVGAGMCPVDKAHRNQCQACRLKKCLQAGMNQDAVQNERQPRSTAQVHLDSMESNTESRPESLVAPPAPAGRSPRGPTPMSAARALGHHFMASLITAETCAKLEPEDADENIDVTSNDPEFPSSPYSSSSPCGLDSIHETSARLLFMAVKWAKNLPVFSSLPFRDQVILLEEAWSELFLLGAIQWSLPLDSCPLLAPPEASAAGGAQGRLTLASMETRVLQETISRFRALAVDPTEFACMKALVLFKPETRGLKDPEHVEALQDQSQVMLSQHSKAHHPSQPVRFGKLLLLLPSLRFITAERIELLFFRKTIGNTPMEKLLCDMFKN
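System: GST-tagged NR2E3 plus biotinylated RetCOR corepressor; Amount: 1.35 nM GST-tagged NR2E3 final; Dosing: single nominal compound dose of 4.8 µM; Schedule: 5 h incubation at 4 °C; Technique: TR-FRET with europium anti-GST and streptavidin-D2, 340 nm excitation; Controls: biotin wells as high control, 0.6% DMSO wells as low control.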
TRPM1 prom inh = MITF TRPM1 promoter inhibition in SK-MEL-5 cells | SK-MEL-5 TRPM1 promoter luciferase, 24 h | inhibition, % at 12.5 µM | 0.83% of 330,000 active | AID 488899;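 active = mean inhibition across replicates of 60% or more, whatever share of single replicates reaches that level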; note: values of inactives mirror those of a sister screen read the other way
iPSC survival up = enhancers of human iPSC single-cell survival | survival enhancement, % at 20 µM | hiPSC single-cell survival, ATPlite luminescence; 100% = ROCK inhibitor wells, 0% = DMSO | AID 602274 | 0.044% of 360,000 active; in the data active = survival enhancement above about 18%;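 note: cells exposed to compounds for 16 hours before the ATP read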
Granule exo inh = lytic granule exocytosis inhibition; TALL-104 LAMP-1 surface exposure, flow cytometry; cells stimulated with thapsigargin and PMA; inhibition, % at 10 µM; 0.66% of 360,000 active;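 active = inhibition above about 55%, limit read from the data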
Vif inh = inhibitors of HIV Vif | HEK293T cells, Vif self-association by quenched fluorescence, imaging, 24 h | inhibition, % at 7.49 µM | 0.35% of 340,000 active | AID 602346; in the data active = inhibition above about 50%, passing the limit was not always enough; note: some results filed as inactive read as strong as hits
HIF-2a block = HIF-2a inhibition; inhibition, % at 18.8 µM; 0.72% of 360,000 active; 786-0 RCC cells HIF-2a reporter, luciferase luminescence, overnight;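 active = inhibition of the luminescence signal of 40% or more relative to plate controls, in a single-dose primary screen at 18.75 µM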
CaV13 ICDI inh = Disruptors of the CACNA1D IQ motif to Ca2+-dependent inactivation inhibitor domain association, primary screening, Förster resonance energy transfer in intact living …. inhibition, % at 12.3 µM. HEK cells, CFP/YFP FRET ICDI-IQ, plate reader, 10 min; percent FRET-ratio fall versus neutral wells. 0.098% of 340,000 active;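 active = mean replicate inhibition of at least 30% and at least 1% of replicates passing that level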;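 note: 0% = median of the neutral control wells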
PDI turbidity = PDI (human) enzyme inhibition; 0.052% of 350,000 active; PDI insulin aggregation turbidity, A650, 90 min; inhibition, % at 10 µM; P07237; AID 588391;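 active = mean inhibition across replicates of 30% or more, whatever share of single replicates reach that level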;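 note: absorbance from insulin aggregation driven by PDI reduction with DTT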
Target sequence (P07237 whole entry, looked up): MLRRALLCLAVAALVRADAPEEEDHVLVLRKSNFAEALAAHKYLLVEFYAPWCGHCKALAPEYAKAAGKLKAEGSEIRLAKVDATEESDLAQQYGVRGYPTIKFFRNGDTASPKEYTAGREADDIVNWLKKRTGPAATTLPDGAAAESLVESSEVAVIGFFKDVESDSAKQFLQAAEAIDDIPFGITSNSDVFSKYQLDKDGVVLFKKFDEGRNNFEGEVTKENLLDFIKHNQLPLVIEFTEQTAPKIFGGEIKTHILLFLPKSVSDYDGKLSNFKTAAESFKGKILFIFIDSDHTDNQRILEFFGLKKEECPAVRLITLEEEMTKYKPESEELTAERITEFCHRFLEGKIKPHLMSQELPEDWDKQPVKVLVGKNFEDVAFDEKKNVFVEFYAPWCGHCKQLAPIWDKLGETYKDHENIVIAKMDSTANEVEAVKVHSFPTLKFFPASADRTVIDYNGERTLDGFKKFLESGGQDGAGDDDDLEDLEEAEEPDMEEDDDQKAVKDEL
Peg3 promoter = Peg3 promoter activity inhibition; HeLa PEG-Prom luciferase reporter, luminescence, overnight; 1.7% of 360,000 active; AID 588405; inhibition, % at 20 µM;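 active = inhibition of at least 50% at 20 µM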
NR2E3 ag-2 = human photoreceptor-specific nuclear receptor agonism. Q9Y5X4. CHO-S Gal4-NCOR/VP16-NR2E3 two-hybrid, luciferase. inhibition of corepressor binding, % at 3.98 µM. 0.35% of 360,000 active. AID 602229;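 active = inhibition above the mean of all tested compounds plus 3 SD, cut at about 70% in these data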;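 note: 0% = DMSO with NR2E3 transfected cells and 100% = cells lacking NR2E3 construct; higher means lower luciferase signal from less NR2E3 corepressor binding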
* = called active by the depositor; · = not tested or not shown. Hits appear at their usual frequency; overall some 3.5% were active at least once.

SMILES	aDG glyco act	NR2E3 ag-1	TRPM1 prom inh	iPSC survival up	Granule exo inh	Vif inh	HIF-2a block	CaV13 ICDI inh	PDI turbidity	Peg3 promoter	NR2E3 ag-2
COc1ccccc1NC(=O)c1ccccc1SC	0.0	4	-14	1.7	4	-5	1	-6	16	-14	-37
O=C(Nc1nc2c(F)cc(F)cc2s1)C1CCN(C(=O)c2ccc(F)cc2)CC1	-0.1	-2	-63	-0.4	-6	-1	-192	-6	3	-210	-71
COc1ccc(N(C(=O)CCl)C(C(=O)NC2CCCCC2)c2cccnc2)cc1 (configuration not stated)	-0.3	-4	87*	-2.4	-3	4	31	-5	5	100*	-12
CCc1nnc(NS(=O)(=O)c2ccc(N/C=C\C(=O)c3ccc4ccccc4c3)cc2)s1	-0.1	7	-8	-1.6	14	-3	-87	-14	11	-51	-37
Cc1ccc(NC(=O)c2sccc2C)cc1[N+](=O)[O-]	0.0	4	-54	1.0	-3	·	-225	-4	0	-284	-86
CC(=O)N1c2ccc(S(=O)(=O)N3CCC(C(=O)NCCc4ccc(Cl)cc4)CC3)cc2CC1C (configuration not stated)	0.5	1	32	0.0	4	-6	17	-7	7	14	32
COC(=O)c1cc(S(=O)(=O)N2CCN(Cc3ccccc3)CC2)c[nH]1	0.0	-2	-5	-0.6	-1	9	10	-15	5	11	14
Cc1ccc(S(=O)(=O)CCSC(=N)N)cc1	0.5	1	-1	4.5	-7	-5	-4	-6	9	55*	23
O=C(CSc1ncn[nH]1)NC1CCCc2ccccc21 (configuration not stated)	0.7	2	5	-1.6	-3	-1	15	-4	4	11	-24
C=CCn1c(C)cc(C(=O)COC(=O)COc2ccccc2C#N)c1C	-0.1	-1	-2	1.2	-3	0	11	-5	1	0	-10
CCN(CC(=O)Nc1ccc(NC(C)=O)cc1)C(=O)c1cccc(-n2cccc2)c1	0.2	-2	12	0.3	3	-1	22	·	-6	15	4
COc1cc(C(=O)OCC(=O)c2ccccc2)cc2c1OCCO2	0.0	0	-34	-0.6	-6	-4	-81	-5	-1	-48	-33

A second format for two compounds above:
Order of values – aDG glyco act, NR2E3 ag-1, TRPM1 prom inh, iPSC survival up, Granule exo inh, Vif inh, HIF-2a block, CaV13 ICDI inh, PDI turbidity, Peg3 promoter, NR2E3 ag-2
> COc1cc(C(=O)OCC(=O)c2ccccc2)cc2c1OCCO2
    0.0, 0, -34, -0.6, -6, -4, -81, -5, -1, -48, -33
> Cc1ccc(S(=O)(=O)CCSC(=N)N)cc1
    0.5, 1, -1, 4.5, -7, -5, -4, -6, 9, 55*, 23

(continued)
SMILES	aDG glyco act	NR2E3 ag-1	TRPM1 prom inh	iPSC survival up	Granule exo inh	Vif inh	HIF-2a block	CaV13 ICDI inh	PDI turbidity	Peg3 promoter	NR2E3 ag-2
O=C(Nc1ccccc1F)c1cc(S(=O)(=O)N2CCOCC2)ccc1N1CCOCC1	-0.1	·	-1	-0.6	-5	-6	2	-5	2	-1	-20
COc1ccc(-n2nc3cc(C)c(N)cc3n2)cc1Cl	0.3	-2	-48	-0.3	11	-5	-278	-2	-2	-403	-35
Cc1cc(CC(=O)O)c(C)cc1CC(=O)O	-0.1	1	-3	0.5	4	4	2	·	8	12	-13
COc1ccc(C(=O)CC(c2ccccc2)C2CCCCC2=O)cc1 (configuration not stated)	-0.2	-1	2	-1.3	1	1	-17	-7	-1	6	-24
CN(CC(=O)Nc1ccc(Cl)cc1)C(=O)c1ccc(COc2ccccc2)cc1	0.3	4	-6	-0.1	-2	-23	-30	-5	1	1	-15
COc1ccccc1NC(=O)c1ccc(-n2cncn2)nc1	-0.2	-2	-2	0.2	-4	-1	2	-5	-1	0	0
CN(C(=O)CSc1nc2cc(C(=O)O)ccc2c(=O)n1Cc1ccccc1)C1CCS(=O)(=O)C1 (configuration not stated)	0.0	0	9	-0.1	1	16	24	-7	14	8	-10
CCC(=O)Nc1cc(NC(=O)CSc2ncc(-c3ccc(F)cc3)n2Cc2ccco2)ccc1C	-0.1	4	-74	-2.2	1	-11	-278	-5	10	-247	-67
CCOC(=O)c1ccc2[nH]c(C)cc(=O)c2c1	-0.2	0	-4	-4.6	-1	·	-27	·	17	-11	6
COc1ccccc1NC(=O)N1CCCC(CNC(=O)c2ccccc2Cl)C1 (configuration not stated)	0.0	-2	4	0.0	0	-6	-2	-6	3	10	15
OCCNC(=S)NC1CCCCC1	-0.1	1	2	1.6	-1	-3	11	-4	-2	8	6
CN(C(=O)COc1nnc(-c2cccs2)c(-c2cccs2)n1)c1ccccc1	0.1	3	-3	3.4	1	14	13	-5	-1	16	-21
CC(=O)Cc1nsc(NC(=O)c2ccc(Br)o2)n1	-0.1	3	-8	-1.2	-2	-3	-4	-9	-8	-9	-13
COc1ccc(Cc2nnc(NC(=O)CSc3ccc(C)cc3)s2)cc1	-0.3	3	6	-0.3	-1	4	-44	-6	-2	-34	-93
CC(=O)C1=C(O)C(=O)N(c2cccnc2)C1c1cccc([N+](=O)[O-])c1 (configuration not stated)	0.0	1	11	-0.7	1	1	13	-14	16	6	7
S=C(Nc1ccc(Nc2ccccc2)cc1)NC1CCCCCC1	2.5	-4	6	-5.4	3	-2	-37	-1	1	31	34
COCCN(C(=O)c1cc(-c2ccco2)nc2ccccc12)c1c(N)n(Cc2ccccc2)c(=O)[nH]c1=O	-0.5	·	2	-1.5	-5	2	19	-7	14	7	-25
COc1ccc(CNC(=O)C2CCCN(S(=O)(=O)c3cc(C)ccc3OC)C2)cc1 (configuration not stated)	0.6	-2	7	-2.3	1	-1	5	-8	3	15	-26
NC1=NC(=O)/C(=C\c2cccnc2)S1	0.3	0	-3	11	3	-11	8	-2	1	-8	-10
COc1ccc(CCNC(=O)CSc2nnc(CNC(=O)c3cccs3)o2)cc1OC	1.1	-1	3	-0.6	-2	·	19	·	3	11	-5
O=C(CN1CCN(c2ccc(O)cc2)CC1)N(C1CC1)C1CCS(=O)(=O)C1 (configuration not stated)	0.0	-2	4	-0.5	1	-2	-3	-2	-1	6	-13
CCN(C(C)=O)N(CC)c1nc(Cl)nc(NC(C)C)n1	0.6	0	11	-0.6	5	7	9	-3	-10	9	31
O=C(Nc1cccc(F)c1)N1CCCCCC1	-0.2	-1	3	2.0	-4	-3	-22	-6	12	3	-43
CN1CCN(C(=S)c2ccc(-c3cccc([N+](=O)[O-])c3)o2)CC1	-0.3	1	-86	-0.6	4	7	-288	-3	-1	-223	-48
Cc1cccc(NC(=O)C2CCCN(c3cnccn3)C2)c1 (configuration not stated)	4.0	0	4	-0.5	-1	-3	1	-14	-10	16	3
O=C1CCN(CCCN2CCC(=O)NC2=S)C(=S)N1	-0.2	·	·	0.3	1	·	1	-9	24	-3	10
C/C(=N\NC(=S)NCc1ccccc1)c1ccc(C(C)(C)C)cc1	1.8	1	-7	1.0	3	-11	8	-3	14	-14	-7
COc1ccc(NC(=O)Nc2ccc3c(c2)N(C)C(=O)CS3)cc1Cl	0.3	2	-16	-3.7	2	-6	-18	-8	1	23	-6
Cc1ccnc(NC2c3ccccc3C(=O)N2Cc2ccccc2Cl)c1 (configuration not stated)	-0.1	5	-2	-1.7	-5	-4	-5	4	·	-12	-34
CCN(CC)c1ccc(/C=N/NC(=O)OC)c(O)c1	0.2	-6	-53	-0.6	3	-6	-168	·	-3	-136	-8
Cc1noc(C)c1NC(=O)N(C)C[C@H]1Oc2ccc(NC(=O)Nc3ccc4c(c3)OCO4)cc2C(=O)N([C@H](C)CO)C[C@@H]1C	0.5	·	4	1.8	-3	-18	2	-11	4	-6	7
O=C(Nc1ccccc1N1CCCC1)C1CCN(S(=O)(=O)c2ccccc2)CC1	0.2	-2	-3	0.2	2	-11	-3	-6	4	4	-22
CCOC(=O)C1CCN(C(=O)c2ccc(OCC)c(OCC)c2)CC1	0.0	3	10	-0.8	3	5	17	·	-2	12	-11
N/C(CC(=O)Nc1ccc(F)cc1F)=N\OC(=O)c1cccs1	-0.1	2	-27	-0.3	-2	-2	15	-5	0	12	29
O=C(c1ccco1)N1CCN(C(=O)c2snc3ccc(Cl)cc23)CC1	0.1	2	7	-0.9	1	5	17	-5	2	10	2
CCC(C)NCCCOc1cc(Cl)ccc1Cl (configuration not stated)	0.5	1	4	2.2	-2	7	2	-4	3	8	-17
CCN1C(=O)c2ccccc2S(=O)(=O)c2ccc(C(=O)NCc3cccnc3)cc21	-0.3	4	15	1.0	-2	·	20	-6	-2	22	-3
O=C(CCCn1c(SCc2cc(=O)n3ccccc3n2)nc2ccccc2c1=O)NCC1CCCO1 (configuration not stated)	-0.6	-1	0	-0.7	-3	32	12	-20	-2	15	-3

Given with two lines to a compound: twelve of the compounds above
Each structure is followed by: aDG glyco act	NR2E3 ag-1	TRPM1 prom inh	iPSC survival up	Granule exo inh	Vif inh	HIF-2a block	CaV13 ICDI inh	PDI turbidity	Peg3 promoter	NR2E3 ag-2
> COc1ccccc1NC(=O)c1ccccc1SC
  0.0	4	-14	1.7	4	-5	1	-6	16	-14	-37
> O=C(Nc1nc2c(F)cc(F)cc2s1)C1CCN(C(=O)c2ccc(F)cc2)CC1
  -0.1	-2	-63	-0.4	-6	-1	-192	-6	3	-210	-71
> COc1ccc(N(C(=O)CCl)C(C(=O)NC2CCCCC2)c2cccnc2)cc1 (configuration not stated)
  -0.3	-4	87*	-2.4	-3	4	31	-5	5	100*	-12
> CCc1nnc(NS(=O)(=O)c2ccc(N/C=C\C(=O)c3ccc4ccccc4c3)cc2)s1
  -0.1	7	-8	-1.6	14	-3	-87	-14	11	-51	-37
> Cc1ccc(NC(=O)c2sccc2C)cc1[N+](=O)[O-]
  0.0	4	-54	1.0	-3	·	-225	-4	0	-284	-86
> CC(=O)N1c2ccc(S(=O)(=O)N3CCC(C(=O)NCCc4ccc(Cl)cc4)CC3)cc2CC1C (configuration not stated)
  0.5	1	32	0.0	4	-6	17	-7	7	14	32
> COC(=O)c1cc(S(=O)(=O)N2CCN(Cc3ccccc3)CC2)c[nH]1
  0.0	-2	-5	-0.6	-1	9	10	-15	5	11	14
> Cc1ccc(S(=O)(=O)CCSC(=N)N)cc1
  0.5	1	-1	4.5	-7	-5	-4	-6	9	55*	23
> O=C(CSc1ncn[nH]1)NC1CCCc2ccccc21 (configuration not stated)
  0.7	2	5	-1.6	-3	-1	15	-4	4	11	-24
> C=CCn1c(C)cc(C(=O)COC(=O)COc2ccccc2C#N)c1C
  -0.1	-1	-2	1.2	-3	0	11	-5	1	0	-10
> CCN(CC(=O)Nc1ccc(NC(C)=O)cc1)C(=O)c1cccc(-n2cccc2)c1
  0.2	-2	12	0.3	3	-1	22	·	-6	15	4
> COc1cc(C(=O)OCC(=O)c2ccccc2)cc2c1OCCO2
  0.0	0	-34	-0.6	-6	-4	-81	-5	-1	-48	-33

Assay outcomes: PubChem BioAssay, several laboratories
